# TrxR1 inh = qHTS Assay for Inhibitors of Mammalian Selenoprotein Thioredoxin Reductase 1 (TrxR1): qHTS. Thioredoxin reductase 1, cytoplasmic (Rattus norvegicus), O89049. recombinant rTrxR1, NADPH fluorescence consumption, selenite substrate. Potency, µM (top dose mostly 114 µM), without a hit: at the top dose activity change, negative = inhibition, most hits filed as inhibitors. 1% of 390,000 active. AID 588453, 2011; also: potency is read from the fitted curve at half-maximal effect; % is scaled to controls: 0 for no effect and ±100 for the full control effect; nearly all actives have a fitted effect of over 65% in size
#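 Rat TrxR1 (90 nM in the dispensed reagent) was pre-reduced with 400 uM NADPH for 5 min at room temperature, then incubated with compound for 15 min. After 400 uM selenite was added, NADPH fluorescence (Ex 340/Em 450 nm) was followed for 8 min.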
# PI4K2A inh = qHTS for small molecular inhibitors of PI4K2A; purified PI4K2A, ADP-Glo luminescence, 1 h; active compounds read low; activity change, negative = inhibition, % at 76.9 µM; 0.13% of 420,000 active; in the data active = activity change below about -50%; inconclusive = mostly about -30% to -49%;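 also: -100% = wells without enzyme as full effect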
#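 Compounds are screened against recombinant PI4K2A using PI as substrate and ATP, the latter dispensed at 300 microM. Reactions run one hour at ambient temperature before ADP-Glo detection; full inhibition defined by wells lacking enzyme.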
# Pin1 inhibitor = qHTS Assay to Find Inhibitors of Pin1; Peptidyl-prolyl cis-trans isomerase NIMA-interacting 1 (Homo sapiens), Q13526; Pin1 FP peptide displacement, HiFluor488, 10 min; Potency, µM (doses to about 115 µM), for the others: top-dose activity, negative = inhibition, actives largely listed as inhibitors; 0.009% of 390,000 active; active = well fitted inhibition curve with a large enough effect in the polarisation, with a control signal flat, not every such curve was filed as active; inconclusive = small, poorly fitted or top-dose-only effect, or effect the other way, or a change in a side signal; inactive = no such curve, though single readings can be large or run the other way; the % refers to the polarisation; also: potency is read from the fitted curve at half-maximal effect; % is scaled to controls: 0 for no effect and ±100 for the full control effect
# HP1b chromo inh = HTS for Inhibitors of HP1-beta Chromodomain Interactions with Methylated Histone Tails. Chromobox protein homolog 1 (Homo sapiens), P83916. AlphaScreen HP1-beta / biotin-H3K9me3 peptide binding. Potency, µM (highest dose often 114 µM), inactives show at the highest dose activity change, negative = inhibition, usual class: inhibitors. 0.56% of 390,000 active; also: potency is read from the fitted curve at half-maximal effect; nearly all actives have a fitted effect of over 70% in size; inactives centre near 23
#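 Compound inhibition of the preformed complex between 50 nM HP1-beta and 50 nM biotinylated H3K9me3 peptide was read by AlphaScreen. Buffer was PBS pH 7.4 with 0.01% Tween-20. Incubations ran 30 min at room temperature, with 10 ug/mL donor/acceptor beads.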
# TrxR1 substrate = qHTS Assay for Substrates of Mammalian Selenoprotein Thioredoxin Reductase 1 (TrxR1): qHTS; Potency, µM (titrated, usually from 114 µM), inactives show at the top dose activity change, negative = substrate turnover; purified TrxR1 substrate turnover, NADPH consumption readout; 0.01% of 390,000 active; also: potency is read from the fitted curve at half-maximal effect; % is scaled to controls: 0 for no effect and ±100 for the full control effect; nearly all actives have a fitted effect of over 50% in size
#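 Rat TrxR1, dispensed at 90 nM, was prereduced with 400 uM NADPH (final) for 5 min at ~22 deg C, then incubated with compound 15 min before 400 uM selenite. A first-read NADPH fluorescence drop versus no-compound background flagged substrates.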
# IDH1 R132H inh = qHTS for Inhibitors of mutant isocitrate dehydrogenase 1 (IDH1): qHTS | IDH1-R132H enzyme, NADPH consumption, diaphorase/resazurin fluorescence | Potency, µM (titrated, usually from 76.6 µM), for the others: top-dose activity change, negative = inhibition, actives largely listed as inhibitors | 0.093% of 390,000 active | AID 602179, 2012 | Isocitrate dehydrogenase [NADP] cytoplasmic (Homo sapiens), O75874; also: potency is read from the fitted curve at half-maximal effect; % is scaled to controls: 0 for no effect and ±100 for the full control effect; nearly all actives have a fitted effect of over 65% in size
# Target sequence (O75874 whole entry R132H, stated change not applied): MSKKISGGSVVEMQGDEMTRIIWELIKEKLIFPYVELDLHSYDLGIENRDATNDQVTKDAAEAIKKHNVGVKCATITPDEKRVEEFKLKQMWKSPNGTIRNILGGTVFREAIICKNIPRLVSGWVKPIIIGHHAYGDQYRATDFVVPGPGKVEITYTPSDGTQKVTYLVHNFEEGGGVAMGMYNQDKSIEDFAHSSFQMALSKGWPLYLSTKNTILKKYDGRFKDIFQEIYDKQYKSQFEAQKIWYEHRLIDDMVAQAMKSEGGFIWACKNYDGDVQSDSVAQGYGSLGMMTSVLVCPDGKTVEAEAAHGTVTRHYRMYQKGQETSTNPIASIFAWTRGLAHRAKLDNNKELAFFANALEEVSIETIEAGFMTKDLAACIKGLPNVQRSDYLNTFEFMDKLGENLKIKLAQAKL
#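 IDH1-R132H (0.5 ug/mL dispensed) in pH 7.5 Tris buffer was preincubated 30 min with compound, then given a substrate mix of 0.016 mM NADPH and 2 mM alpha-KG for 80 min at room temperature; remaining NADPH was read by diaphorase/resazurin fluorescence.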
# GLS inh = qHTS for Inhibitors of Glutaminase (GLS); Glutaminase kidney isoform, mitochondrial (Homo sapiens), O94925; GLS enzymatic activity, qHTS titration; Potency, µM (series often up to 45.5 µM), inactives show at the top dose activity change, negative = inhibition, hits mostly inhibitors; 0.21% of 410,000 active; AID 624170, 2012; also: potency is read from the fitted curve at half-maximal effect; % is scaled to controls: 0 for no effect and ±100 for the full control effect
# Target sequence (O94925 whole entry, looked up, canonical isoform): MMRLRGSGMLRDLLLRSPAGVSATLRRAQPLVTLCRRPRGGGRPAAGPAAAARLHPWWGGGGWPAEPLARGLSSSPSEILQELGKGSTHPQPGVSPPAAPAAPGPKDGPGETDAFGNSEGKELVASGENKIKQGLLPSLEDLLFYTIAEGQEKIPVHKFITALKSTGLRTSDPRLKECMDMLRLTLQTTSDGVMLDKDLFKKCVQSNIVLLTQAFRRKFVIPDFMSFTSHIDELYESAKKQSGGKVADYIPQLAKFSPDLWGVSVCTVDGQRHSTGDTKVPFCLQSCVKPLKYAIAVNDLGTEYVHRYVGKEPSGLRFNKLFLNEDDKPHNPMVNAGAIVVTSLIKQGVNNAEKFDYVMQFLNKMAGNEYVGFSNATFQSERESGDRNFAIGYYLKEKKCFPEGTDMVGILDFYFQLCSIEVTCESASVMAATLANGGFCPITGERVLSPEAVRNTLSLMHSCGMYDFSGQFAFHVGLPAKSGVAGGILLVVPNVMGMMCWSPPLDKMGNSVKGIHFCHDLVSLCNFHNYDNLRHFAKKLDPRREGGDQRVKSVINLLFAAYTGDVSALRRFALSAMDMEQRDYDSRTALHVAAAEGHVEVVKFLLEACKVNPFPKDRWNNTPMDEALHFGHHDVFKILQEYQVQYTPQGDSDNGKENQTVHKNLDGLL
#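 Assay buffer: 45 mM KH2PO4 pH 8.2, 0.02% Tween-20. hKGA acts on L-glutamine (1 mM solution added); product glutamate is reported by an oxidase/peroxidase Amplex Red coupling, with fluorescence taken at baseline and 30 min.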
# Tb PGK inh = qHTS Assay to Find Inhibitors of Phosphoglycerate Kinase; Phosphoglycerate kinase, glycosomal (Trypanosoma brucei brucei), P07378; PGK/GAPDH coupled, Kinase-Glo luminescence, 60 min; Potency, µM (titrated, usually from 57.5 µM), for the others: at the highest dose activity change, negative = inhibition, hits mostly inhibitors; 0.043% of 380,000 active; AID 602233, 2012; also: potency is read from the fitted curve at half-maximal effect; % is scaled to controls: 0 for no effect and ±100 for the full control effect; nearly all actives have a fitted effect of over 60% in size
#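 Luminescent ATP detection (Kinase-Glo Plus) follows a 60-minute room-temperature incubation, with wells lacking PGK as controls. Buffer: 100 mM TEA (pH 7.6), 5 mM MgCl2, 0.01% Tween-20. Coupling enzyme GAPDH (100 nM final) supplies unstable 1,3-BPG in-well.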
# USP1-UAF1 inh = Inhibitors of USP1/UAF1: Primary Screen; recombinant USP1/UAF1, Ub-Rhodamine cleavage fluorescence; 0.23% of 390,000 active; Ubiquitin carboxyl-terminal hydrolase 1 (Homo sapiens), O94782; AID 743255, 2014; Potency, µM (titrated, usually from 57.1 µM), inactives show at the highest dose activity change, negative = inhibition, actives largely listed as inhibitors; also: potency is read from the fitted curve at half-maximal effect; % is scaled to controls: 0 for no effect and ±100 for the full control effect; nearly all actives have a fitted effect of over 60% in size; inactives centre near -12
#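 Step one: compound is pinned into 1nM USP1/UAF1 in HEPES pH 7.8 buffer with TCEP. Step two: 15 min room-temperature incubation. Step three: Ub-Rho (150nM final) starts cleavage, tracked by fluorescence over six one-minute reads.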
# The depositor's hits bear a star; i = inactive; u = inconclusive; x = not tested or not shown; [ ] = another dose, or the depositor's remark. Unless noted, calls follow the shape of the dose curve; as a rule, active = well fitted curve in the direction sought with a large enough effect; inconclusive = small, poorly fitted or top-dose-only effect, or another doubt; inactive = no such curve, though single readings can be large; an effect the other way counts as inactive or inconclusive. Some of the compounds tested; rates above refer to the full screens.
SMILES	TrxR1 inh	PI4K2A inh	Pin1 inhibitor	HP1b chromo inh	TrxR1 substrate	IDH1 R132H inh	GLS inh	Tb PGK inh	USP1-UAF1 inh
Cn1nnnc1SCC(=O)Nc1ccc(C(=O)N2CCN(Cc3ccccc3F)CC2)cc1	19%	2	1%	22%	7%	2%	-4%	6%	-21%
COC(C/C=C/C(=O)[C@@H](C)OCc1ccccc1)OC	u	11	-3%	59%[activator]	-3%	6%	-5%	i	u
O=C(c1cc(-c2ccc(Cl)cc2)on1)N1CCOCC1	8%	0	-2%	9%	4%[57.1 µM]	10%	4%	-9%	-2%
Cc1ccccc1SCc1noc(C(=O)NC(C)C)c1C(=O)O	10%[57.1 µM]	-3	-1%	10%	2%[57.1 µM]	0%	12%	-5%	23%
O=C(CCN1C(=O)C2C3CCC(C3)C2C1=O)OCC(=O)c1ccccc1 (stereo unspecified)	8%	-8	-27%	20%	1%	4%	-2%	-6%	-3%
CCOc1ccccc1OCC(=O)Nc1cccc(S(=O)(=O)N2CCCCCC2)c1	-2%	2	6%	21%	-6%	4%	-14%	1%	-7%
C[C@H](NC(=O)c1ccccc1)C(=O)N1CCC2(CC1)NCCc1[nH]cnc12	-1%	10	-3%	15%	-2%	-7%	7%	-2%	-23%
CCOC(=O)CN1C(=O)N[C@@H](c2cccc(C(F)(F)F)c2)[C@@H](C(=O)OC)[C@H]1C	-16%[57.1 µM]	0	0%	46%[activator]	6%[57.1 µM]	10%	0%	4%	19%
O=C(CC(O)c1ccncc1)c1ccccc1O (stereo unspecified)	-66%[57.1 µM]	1	0%	27%[57 µM]	0%[2.29 µM]	5%	2%	-1%	-3%
Cc1cc(OCC(=O)Nc2ccccn2)c2c(C)c(C)c(=O)oc2c1	5%	-7	u	45%[activator]	-7%	-3%	-6%	-10%	-23%
CCOc1ccccc1NC(=O)c1ccc2oc(=O)c(S(=O)(=O)c3ccc(F)cc3)cc2c1	21%	-20	0%	21%	-1%	0%	-1%	-10%	-12%
Cc1cc(C)n2nc(SCC(=O)NC(=O)c3ccc(OC(F)F)cc3)nc2n1	19%	-4	-2%	55%[activator]	3%	5%	-3%	i	-23%
COc1ccc(Cc2nc3ccc(C(=O)N(C)C(C)c4ccon4)cc3o2)cc1 (stereo unspecified)	19%	3	-10%	16%	4%	21%	3%	-2%	-16%
COc1cccc(C(=O)NCCS(=O)(=O)N(C)C2CCCCC2)c1	9%	3	-8%	19%	4%	-1%	5%	-3%	-15%
Cc1cc(O)c2c(c1)C(O)(C1OC(CO)C(O)C(O)C1O)c1cccc(O)c1C2=O (stereo unspecified)	-4%	-3	5%	35%	-5%	-5%[38.3 µM]	-1%	1%	-17%
N#CC1=C(N)N(c2ncn[nH]2)C2=C(C(=O)CCC2)C1c1ccc(F)cc1 (stereo unspecified)	1%[57.1 µM]	-3	2%	56%[activator]	-22%[57.1 µM]	3%	-15%	-8%	-6%
Cc1cc(N2CCN(C(=O)c3ccco3)CC2)n2nc(-c3cccc(F)c3)cc2n1	-5%	-10	51%[activator]	18%	45%[activator]	8%	1%	0%	-20%
Cc1cc(NC(=O)CCC(=O)N(Cc2cccs2)C(C(=O)NC2CCCC2)c2ccccc2)no1 (stereo unspecified)	4%[57.1 µM]	6	8%	3%	-11%	2%	0%	-6%	-4%
O=C(c1ccccc1)N1CCN(C(=O)c2cc3ccccc3oc2=O)CC1	5%[57.1 µM]	-1	4%	31%	-24%[57.1 µM]	5%	-8%	i	-17%
O=C(COC(=O)c1cc(=O)[nH]c2ccccc12)NCc1ccccc1Cl	16%	4	-1%	36%	5%	3%	1%	i	-20%

# Complete entries, looked up by structure. Order of screens: TrxR1 inh | PI4K2A inh | Pin1 inhibitor | HP1b chromo inh | TrxR1 substrate | IDH1 R132H inh | GLS inh | Tb PGK inh | USP1-UAF1 inh
# Cn1nnnc1SCC(=O)Nc1ccc(C(=O)N2CCN(Cc3ccccc3F)CC2)cc1 reads 19% | 2 | 1% | 22% | 7% | 2% | -4% | 6% | -21%
# CCOc1ccccc1NC(=O)c1ccc2oc(=O)c(S(=O)(=O)c3ccc(F)cc3)cc2c1 reads 21% | -20 | 0% | 21% | -1% | 0% | -1% | -10% | -12%
# Cc1cc(N2CCN(C(=O)c3ccco3)CC2)n2nc(-c3cccc(F)c3)cc2n1 reads -5% | -10 | 51%[activator] | 18% | 45%[activator] | 8% | 1% | 0% | -20%
# COc1cccc(C(=O)NCCS(=O)(=O)N(C)C2CCCCC2)c1 reads 9% | 3 | -8% | 19% | 4% | -1% | 5% | -3% | -15%

# (continued)
SMILES	TrxR1 inh	PI4K2A inh	Pin1 inhibitor	HP1b chromo inh	TrxR1 substrate	IDH1 R132H inh	GLS inh	Tb PGK inh	USP1-UAF1 inh
CCCCSc1nc(N)c(C#N)c(-c2cccs2)c1C#N	5%	3	3%	21%	3%	-2%	-16%	-5%	-13%
O=C1NC(=O)C(CCc2ccccc2)(c2ccccc2)N1 (stereo unspecified)	1%	5	-7%	29%	-4%	6%	-10%	-5%	-15%
CCOC(=O)[C@@H]1[C@H]2COc3ccccc3[C@@H]2N2C(=O)N(c3ccccc3)C(=O)[C@]12C	15%	7	2%	37%	-2%	8%	-1%	i	-25%
CCOc1ccccc1CNC(=O)CN1C(=O)CCCc2ccccc21	1%	-1	-5%	23%	-4%	2%	-7%	i	-15%
Cc1ccc(C(=O)CSc2nnc(-c3ccco3)n2CC2CCCO2)cc1 (stereo unspecified)	u	6	-5%	9%	-4%	6%	7%	-2%	-4%
CCOC(=O)c1cccnc1NC(=O)c1ccncc1	13%[57.1 µM]	-8	3%	33%	1%[57.1 µM]	4%	0%	-1%	-14%
COc1ccccc1NS(=O)(=O)c1cc(N/C(=N/S(=O)(=O)c2ccccc2)c2ccc(F)cc2)ccc1Cl	x	-3	x	x	x	-7%	0%	1%	-10%
COc1ccc(N(CC(=O)NCc2ccc(F)cc2)C(=O)Cn2nnc(-c3ccc(C)o3)n2)cc1OC	12%	2	3%	-16%	2%	-4%	-10%	-2%	-24%
COc1ccccc1NC(=O)c1ccc2c(c1)N(CC(=O)NC(C)(C)C)C(=O)C(C)(C)O2	2%	2	-1%	21%	-8%	1%	15%	5%	-18%
CC(=O)Nc1ccccc1-c1nc2ccccc2n(CC(=O)Nc2cccc(C)c2C)c1=O	14%	-4	8%	39%[activator]	20%	-1%	-2%	i	9%
COc1ccc2[nH]c(=O)c(CN(C(=O)c3cccc(Cl)c3)c3cccc(C)c3)cc2c1	70%[activator]	-2	u	-2%	29%	-10%	-4%	i	-14%
Cc1ccc(C)c(OCCn2cc(/C=C(\C#N)C(=O)NCc3cccs3)c3ccccc32)c1	14%	1	24%	18%	2%	-12%	x	3%	-27%
CCCCN1CCNC1=S	8%	3	-6%	27%	2%	-9%	-26%	2%	-21%
CN(CC1CCCO1)S(=O)(=O)c1ccc(C(=O)Nc2ccc([N+](=O)[O-])cc2)cc1 (stereo unspecified)	-2%	-6	-1%	-20%	-12%	8%	5%	i	-8%
CCOc1ccc(N(CC)C(=O)c2cc3c(s2)-c2ccc(Cl)cc2SC3)cc1	16%	-1	-3%	90%[activator]	1%	16%	-2%	i	-18%
COc1cc2oc3ccccc3c2cc1N(CC(=O)N1CCCCC1)S(=O)(=O)c1ccc(C)cc1	13%[57.1 µM]	2	1%	-4%	9%[57.1 µM]	6%	3%	-5%	-3%
Cc1ccc2cccc(S(=O)(=O)Nc3c(C)n(C)n(-c4ccccc4)c3=O)c2n1	9%	4	7%	28%	-1%	0%	16%	-2%	-3%
CC(=NC1CCN(Cc2ccccc2)CC1)c1c(O)[nH]c(=O)[nH]c1=O	5%	4	-3%	22%	6%	0%	1%	-8%	-20%

# Shown as labelled records: two of the compounds above.
COc1ccccc1NS(=O)(=O)c1cc(N/C(=N/S(=O)(=O)c2ccccc2)c2ccc(F)cc2)ccc1Cl
  TrxR1 inh: x
  PI4K2A inh: -3
  Pin1 inhibitor: x
  HP1b chromo inh: x
  TrxR1 substrate: x
  IDH1 R132H inh: -7%
  GLS inh: 0%
  Tb PGK inh: 1%
  USP1-UAF1 inh: -10%
COc1ccc(N(CC(=O)NCc2ccc(F)cc2)C(=O)Cn2nnc(-c3ccc(C)o3)n2)cc1OC
  TrxR1 inh: 12%
  PI4K2A inh: 2
  Pin1 inhibitor: 3%
  HP1b chromo inh: -16%
  TrxR1 substrate: 2%
  IDH1 R132H inh: -4%
  GLS inh: -10%
  Tb PGK inh: -2%
  USP1-UAF1 inh: -24%

# From PubChem
